PV pol inh: inhibitors of poliovirus RNA polymerase binding and polymerization; % elongation, % (compound at 16.7 µg/mL); AID 588519; 150,000 tested, 0.66% active; poliovirus polymerase elongation, fluorescence polarization; stronger effect = lower value; P03300; in the data active = % elongation below about 90%; also: some results filed as inactive read as strong as hits
Target sequence (P03300 1749-2209 limits assumed): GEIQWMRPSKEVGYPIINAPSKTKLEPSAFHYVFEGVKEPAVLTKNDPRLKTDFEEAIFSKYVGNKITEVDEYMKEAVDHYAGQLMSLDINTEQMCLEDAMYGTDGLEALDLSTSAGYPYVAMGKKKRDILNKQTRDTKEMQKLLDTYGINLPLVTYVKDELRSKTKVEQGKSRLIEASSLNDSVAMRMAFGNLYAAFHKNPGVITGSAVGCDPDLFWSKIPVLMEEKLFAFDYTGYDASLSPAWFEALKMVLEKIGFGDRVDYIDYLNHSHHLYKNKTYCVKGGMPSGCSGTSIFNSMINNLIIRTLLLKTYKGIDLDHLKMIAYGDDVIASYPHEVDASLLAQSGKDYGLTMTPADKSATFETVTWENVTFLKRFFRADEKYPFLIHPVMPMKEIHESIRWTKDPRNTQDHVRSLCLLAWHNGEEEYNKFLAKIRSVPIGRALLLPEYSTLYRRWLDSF
PV pol inh FP z-score: recorded beside PV pol inh, whose call it bears; z-score; measured here: FP z-score; hits read low
Active calls of the source: *; & = joins results of further samples. This is a subset; rates above refer to the full screens.

SMILES	PV pol inh	PV pol inh FP z-score
CCc1ccc(NC(=O)CCc2c(C)nn(-c3ccc(N4CCCC4)nn3)c2C)cc1	106	0
C(=N\n1cnnc1)/c1ccco1	105	0.2
Cc1nn(Cc2ccccc2Cl)c2sc(C(=O)Nc3sccc3C(N)=O)cc12	134	4.5
C(=C\c1ccccc1)/CSc1nnc(-c2cccnc2)o1	102	0
COC(=O)c1cn(CC(=O)OCc2ccc(-n3nc(C)cc3C)cc2)c2ccccc12	102	-0.1
COc1ccccc1/C=C/C(=O)OCCN1CCCC1=O	101	0
O=c1[nH]c(=S)[nH]c(O)c1N=Nc1ccc(F)cc1	103	0.2
CCOC(=O)C1=C(C)C(c2ccc(OC)cc2)NC(=O)N1 (configuration not stated)	101	-0.1
Cc1ccc(N(Cc2ccco2)C(=O)COc2ccc3oc(=O)cc(C)c3c2)cc1	98	-0.6
CCOC(=O)c1c(C)[nH]c(C)c1S(=O)(=O)N1CCCC(C(=O)NCc2ccc(N(C)C)cc2)C1 (configuration not stated)	105	-0.1
NS(=O)(=O)c1ccc(N2C(=O)Nc3ccccc3N2O)cc1	99	-0.8
Nc1nncn1C(=O)c1ccc(Br)cc1	101	0.2
Clc1ccc(-c2cn3cccnc3n2)cc1	100	-0.5
CC12CC3(C)CC(C)(C1)CC(C(=O)NC(=S)N1CCCC1)(C2)C3	102	0.2
O=C(Nc1ccc(C(=O)N2CCCCC2)cc1)c1nsc2ccccc12	109	0.4
NC(=O)C1CCN(c2ncnc3c2cnn3-c2ccccc2)CC1	99&102	-0.6&0.3
CCCNC(=O)c1ccc(Cl)c(S(=O)(=O)Nc2ccccc2)c1	105	1.2
O=C(Cc1ccc(-n2c(=S)[nH]c3ccccc3c2=O)cc1)N1CCCC1	102	0.2
CC(=O)N1CCc2cc(CNC(=O)Nc3cc(Cl)ccc3C)ccc21	109	0.4
O=C(CSc1nnc(-c2ccc(NS(=O)(=O)c3ccccc3)cc2)o1)NCC1CCCO1 (configuration not stated)	102	0.1
CCn1c(SCc2ccc(Cl)cc2)nnc1C(C)C	100	-0.7
Cc1cc(-c2ccc(S(=O)(=O)NCc3ccccn3)s2)on1	102	0.9
COc1ccc(CN2CCc3ccccc3C2)cc1	102	0.3
COCC(=O)N1CCc2cc(OC)c(OC)cc2C1COc1ccc2c(C)cc(=O)oc2c1 (configuration not stated)	109	1.2
CCNS(=O)(=O)c1ccc(F)cc1	102	0.1
CC(=O)c1cccc(NC(=O)CN2C=NS(=O)(=O)c3ccc(C)cc32)c1	105	-0.5
O=C(c1ccccc1F)N1CCC(n2nc(-c3ccccc3)oc2=O)CC1	100	-1
O=C(NCc1ccccc1Cl)c1ccc(Cn2c(SCc3ccccc3)nc3cccnc32)cc1	105	-0.7
CCS(=O)(=O)NCCc1csc(-c2ccc(OC)c(OC)c2)n1	102	1
Cc1ccc2nc(Cl)sc2c1	103	0.5
CC1CN(C(=O)/C=C/c2cn(-c3ccccc3)nc2-c2ccc(Cl)cc2)CC(C)O1 (configuration not stated)	105	1.6
O=C(CCCOc1ccc(Cl)cc1Cl)Nc1ccc2c(c1)OCCO2	101	0.1
O=C(O)C1CCCN1C(=O)Cc1ccccc1 (configuration not stated)	102	-0.1
Oc1c(C(c2ccc(F)cc2)N2CCOCC2)sc2nc(-c3ccco3)nn12 (configuration not stated)	109	0.7
CCOc1ccc(-c2nonc2NC(=O)c2oc3ccc(CC)cc3c2C)cc1	112	1.4
OCC[n+]1ccc(/C=C/c2c[nH]c3ccccc23)cc1	68	-5
CCSc1sc(CC)cc1C1C(C(=O)Nc2cccnc2)=C(C)NC2=C1C(=O)CCC2 (configuration not stated)	105	0.7
C=CCn1c(-c2ccncc2)nn(CN(C)CCc2ccc(OC)c(OC)c2)c1=S	105	0.1
Cc1ccc(C(=O)N(Cc2ccco2)Cc2sccc2C)cc1	108	0.1
Cc1nn(Cc2nnc(SCc3cccc(C(F)(F)F)c3)o2)c(C)c1Br	104	0.7
CCc1c(C)nc(SCc2nc(-c3ccccc3)no2)[nH]c1=O	106	-0.2
Cc1ccc(Nc2sc(C(=O)c3ccccc3)c(N)c2S(=O)(=O)c2ccccc2)cc1Cl	111	0.9
Cc1ccc(NC(=O)C(=O)NCC(c2cccnc2)N2CCc3ccccc3C2)cc1 (configuration not stated)	106	-0.6
CN(C)C(=O)COc1ccc(Oc2ccccc2)cc1	103	0.1
COc1ccc(C(=O)N2CCCC(C(=O)N3CCCCCC3)C2)cc1 (configuration not stated)	101	-0.1
Cc1ccc(C2Nn3c(nnc3-c3ccccc3)SC2C(=O)NCC2CCCO2)cc1 (configuration not stated)	100	-0.2
COc1ccc(-c2n[nH]c(=S)o2)cc1OC	100	-0.4
O=C(N/N=C1/C(=O)c2cccc3cccc1c23)c1ccc(O)cc1	99	-0.4

Reformatted with two lines to a compound: entries from further up.
Below each compound: PV pol inh, PV pol inh FP z-score
Cc1ccc(Nc2sc(C(=O)c3ccccc3)c(N)c2S(=O)(=O)c2ccccc2)cc1Cl
→ 111, 0.9
Cc1ccc(NC(=O)C(=O)NCC(c2cccnc2)N2CCc3ccccc3C2)cc1 (configuration not stated)
→ 106, -0.6
CN(C)C(=O)COc1ccc(Oc2ccccc2)cc1
→ 103, 0.1
COc1ccc(C(=O)N2CCCC(C(=O)N3CCCCCC3)C2)cc1 (configuration not stated)
→ 101, -0.1
Cc1ccc(C2Nn3c(nnc3-c3ccccc3)SC2C(=O)NCC2CCCO2)cc1 (configuration not stated)
→ 100, -0.2
COc1ccc(-c2n[nH]c(=S)o2)cc1OC
→ 100, -0.4
O=C(N/N=C1/C(=O)c2cccc3cccc1c23)c1ccc(O)cc1
→ 99, -0.4

The listing continues:
SMILES	PV pol inh	PV pol inh FP z-score
Cc1coc2cc3oc(=O)c(CC(=O)O)c(C)c3cc12	104	0.8
CCOc1ccc(Cn2nnc(C(=O)Nc3ccc(Cl)cc3)c2N)cc1	98	-2.1
Cc1ccc(NC(=O)c2cc(S(=O)(=O)N3CCCCC3)c[nH]2)cc1N(C)C	107	0.3
COCCNC(=O)c1cc(-c2ccccc2)on1	103	0.6
COc1cc(OC)cc(C(=O)Nc2ccc(-c3nc4ccccc4s3)c(C)c2)c1	110	0.7
COc1ccccc1NC(=O)CSc1nnc(-c2ccccc2C)o1	102	-0.3
CCOc1ccc2nc(SCC(=O)c3cccs3)sc2c1	105	0.4
O=C(NCc1ccncc1)c1cc(-c2ccc(F)cc2)nc2ccccc12	100	-0.7
Oc1cccc(/C=N/N2CCCCC2)c1O	106	0.4
CC1CCCCC1Nc1nc2ccccc2n2nnnc12 (configuration not stated)	89	-4.9
CN(C)CCN(Cc1ccccc1)Cc1ccc(Cl)cc1	102	-0.2
N#Cc1cn(Cc2ccccc2)c2ccccc12	101	-0.2

Part of the list above in order of count of non-hydrogen atoms, smallest number first.
SMILES	PV pol inh	PV pol inh FP z-score
COCCNC(=O)c1cc(-c2ccccc2)on1	103	0.6
CCS(=O)(=O)NCCc1csc(-c2ccc(OC)c(OC)c2)n1	102	1
CCOc1ccc(Cn2nnc(C(=O)Nc3ccc(Cl)cc3)c2N)cc1	98	-2.1

Additional records follow:
SMILES	PV pol inh	PV pol inh FP z-score
Cc1ccc(NC(c2ccc(Cl)cc2)c2nnc(-c3cccc(F)c3)o2)cc1C (configuration not stated)	107	0.5
CCCN(CC1CC1)C(=O)CSc1nc2ccccc2[nH]1	109	0
COc1ccc(NC(=O)CCc2nc3cccnc3n2Cc2cccs2)cc1OC	106	1.1
COc1ccc(-c2csc3nc(-c4ccc(F)cc4)oc(=O)c23)cc1OC	106	0.2
CCCOc1ccc(C(=O)Nc2nonc2-c2ccc(OCC)cc2)cc1	101	-1.2
CCC(=O)Nc1ccc(C(=O)N2CCN(CC)CC2)cc1	101	-0.5
O=C(COC(=O)C12CC3CC(CC(Br)(C3)C1)C2)N1CCCCC1	101	0.1
CCn1cc(/C=C(\NC(=O)c2cc(OC)c(OC)c(OC)c2)C(=O)NCCCn2ccnc2)c2ccccc21	105	-0.3
CCc1ccc(NC(=O)CSc2nc3c(c(=O)n2CC)SC(C)C3)cc1 (configuration not stated)	100	-0.4
CCn1c(=N)c(S(=O)(=O)c2ccc(C)cc2)cc2c(=O)n3ccccc3nc21	103	0.5
O=C(CN1C(=O)c2ccccc2C1=O)OCc1ccccc1	98	-0.3
Cc1cccc(OCCCC(=O)N2CCN(S(=O)(=O)c3ccc4c(c3)OCCO4)CC2)c1	103	0.1
Cc1cccc(Cn2cc3c(=O)n(CC(=O)Nc4c(C)cccc4C)nc-3c3cc(F)ccc32)c1	110	0.3
O=C(NCc1cccs1)c1ccc2c(c1)N(Cc1ccccc1Cl)C(=O)c1ccccc1S2	106	0.1
c1ccc(CN2CCC(Nc3ncnc4sccc34)CC2)cc1	104	0
O=C([C@H](Cc1ccccc1)N1Cc2ccccc2C1=O)N1CCN(c2ccc(F)cc2)CC1	101	0.5
CCOC(=O)c1c(C)[nH]c(C(=O)Cn2ncc(Cl)c(Cl)c2=O)c1C	106	0.4
Cc1csc(C(C#N)C(=O)CSc2nc3ccccc3n2-c2ccccc2)n1 (configuration not stated)	118	1.9
O=C(OCN1C(=O)c2ccccc2C1=O)c1ccc2ncsc2c1	101	-0.7
CCCOc1ccc(Cc2nc(N)c(NC(C)=O)c(=O)[nH]2)cc1	109	1.3
CCn1c(C)c(CCC(=O)N2CCCC2)c(=O)n2nc(-c3ccccc3OC)cc12	100	-1.6
CC(NC(=O)c1cccc(N)c1)c1ccccc1 (configuration not stated)	100	-0.4
COc1ccc(NS(=O)(=O)c2cc(Br)cnc2N)cc1	106	1.1
COc1cc2ncnc(Nc3ccccc3)c2cc1OC	104	0.5
Cn1c(=NC(=O)CSCC(=O)N2CCCc3ccccc32)sc2ccccc21	102	0.1
COC(=O)c1ccc(CSc2nnnn2Cc2ccccc2)cc1	102	0.7
CCN(CC)S(=O)(=O)c1ccc2c(c1)nc(SC1CCOC1=O)n2CC (configuration not stated)	101	-0.3
CNC(=S)N1CCN(c2ccc(Cl)c(Cl)c2)CC1	99	-0.4
Cc1ccc(NC(=O)/C=C/c2ccc(C)o2)c(C)c1	106	0.3
CC(C)NC(=O)NC(=O)c1ccccc1	104	1.1
O=C(Cn1cnc2ccccc21)NN=C1C2CC3CC(C2)CC1C3	106	-0.6
O=C(c1ccc(Br)cc1)N1CCC(c2nc3ccccc3s2)CC1	109	0.2
N#CC1(C#N)C2C=CC(C2)C1(C#N)C#N	103	0.3
O=C(NCC1CCCO1)c1nn(-c2ccc(Cl)cc2)nc1CO (configuration not stated)	103	0.7
COC(=O)C(c1ccccc1)C1(O)CC(C)N(C)CC1C (configuration not stated)	104	0.3
COc1ccc(NC(=O)c2ccccc2OC)cc1OC	104	0.9
Cc1ccc(-c2noc(CN(C(=O)CCc3ccccc3)C(C)C)n2)cc1	100	-0.6
COC(=O)c1ccc(S(=O)(=O)NNc2c(Cl)cncc2Cl)n1C	101	0
Cc1cccc(N2CCN(C(=O)CCn3c(=S)[nH]c4cc5c(cc4c3=O)OCO5)CC2)c1C	102	0.2
CSc1nnc(-c2ccc(S(=O)(=O)N3CCCC3)cc2)n1C	100	-0.6
CCCc1cc(=O)[nH]c(/N=C(\N)Nc2cc(Cl)ccc2OC)n1	102	0.4
Cc1cc(F)ccc1NCc1ccccc1-c1nnc(-c2ccccc2Cl)o1	108	0.9
NC(=O)SCC(=O)Nc1ccc(Cl)cc1Cl	95	-1.7
COCCNC(=O)CCn1c(=O)[nH]c2cc(OC)c(OC)cc2c1=O	107	0.6
CC(C)OC(=O)CSc1n[nH]c(=O)[nH]c1=O	93	-2.1
Cc1cccc(CNC(=O)CCCN2C(=O)CCn3nc(-c4cn(C)c5ccccc45)cc32)c1	107	0.2
O=C(OCC(=O)N1CCCC1=O)c1ccc2ncsc2c1	95	-0.9
Cc1ccc(-c2nn(CC(=O)NC3CCCc4ccccc43)c(=O)c3ccccc23)cc1 (configuration not stated)	103	1

In a second layout: results already given.
> CCCc1cc(=O)[nH]c(/N=C(\N)Nc2cc(Cl)ccc2OC)n1
  PV pol inh = 102	PV pol inh FP z-score = 0.4

> Cc1cc(F)ccc1NCc1ccccc1-c1nnc(-c2ccccc2Cl)o1
  PV pol inh = 108	PV pol inh FP z-score = 0.9

> NC(=O)SCC(=O)Nc1ccc(Cl)cc1Cl
  PV pol inh = 95	PV pol inh FP z-score = -1.7

Further results follow.
SMILES	PV pol inh	PV pol inh FP z-score
CCN(CC)C(=O)c1ccc(N)cc1	103	0.3
COc1ccc(S(=O)(=O)N2CCCC2C(=O)N2CCc3cc(OC)c(OC)cc3C2)cc1 (configuration not stated)	104	0.4
O=C(Nc1ccc(-c2nc3ccc(Br)cc3c(=O)o2)cc1)c1ccco1	99	-0.3
CCCn1c2ccccc2c2cnn(CC(=O)NC(C)CC)c(=O)c21 (configuration not stated)	103	-0.6
Cc1cc2oc(=O)cc(CSc3ncccn3)c2cc1Cl	105	0.3
O=C(NC1CCCCCC1)C1=CN2CCS(=O)(=O)N=C2C=C1	102	0
Cc1c(C(=O)N2CCOCC2)oc2c1-c1nn(CC(=O)NCc3cccc(Cl)c3)cc1CC2	111	0.7
CCOc1ccccc1NC(=O)Cn1cnc2c1c(=O)n(C)c(=O)n2C	106	0.6
COc1ccc(OC2C(=O)N(Cc3ccc4c(c3)OCO4)C2c2cccs2)cc1 (configuration not stated)	103	0
Cc1ccc(Cl)cc1NC(=O)CSc1nccn1C	102	-0.4
O=C(O)CCc1nc2ccccc2c(=O)n1-c1ccc(F)cc1	102	-0.2
Cc1cccc(NC(=O)C(=S)N2CCOCC2)c1C	100	0

Whole records as entered above. Values in the order: PV pol inh	PV pol inh FP z-score
CCn1c(SCc2ccc(Cl)cc2)nnc1C(C)C as listed: 100	-0.7
COc1ccc(S(=O)(=O)N2CCCC2C(=O)N2CCc3cc(OC)c(OC)cc3C2)cc1 (configuration not stated) as listed: 104	0.4
CCOc1ccc(-c2nonc2NC(=O)c2oc3ccc(CC)cc3c2C)cc1 as listed: 112	1.4

(next part)
SMILES	PV pol inh	PV pol inh FP z-score
CCOC(=O)N1CCC(N2Cc3cccc(C(=O)N4CCN(c5cccc(Cl)c5)CC4)c3C2=O)CC1	101	0.1
CCN(CC)c1ccc(NC(=O)c2cc(S(=O)(=O)N3CCc4ccccc43)cn2C)c(C)c1	110	0.6
O=C(Cn1cnc2c(oc3ccccc32)c1=O)c1ccccc1	99	-0.5
COc1ccc(-c2cc(C(F)(F)F)nc(SCCC(=O)N3CCN(C)CC3)n2)cc1	101	-0.2
